Assay outcomes as filed in PubChem.
Neddylation inh: blocks human cullin neddylation; P61081+Q13564; TR-FRET cullin neddylation, biochemical; calls only at 25 µM; 360,000 compounds, 0.58% hits; AID 651699; in the data active means inhibition above about 36%
FAS TE block: inhibitors of human fatty acid synthase thioesterase domain. P49327. recombinant FAS-TE, OMFH fluorogenic substrate, fluorescence endpoint. inhibition, % at 15 µM. 360,000 compounds, 0.67% hits. AID 602261;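 active means compounds whose normalised, plate-corrected inhibition of enzyme fluorescence in the single-dose primary screen is 50% or more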;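 further: 0% = DMSO with enzyme and 100% = substrate without enzyme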
MsrA inhibitor: bovine MsrA inhibition; purified bovine MsrA, absorbance read-out; inhibition, % at 15.5 µM; 360,000 compounds, 0.75% hits; AID 651718; in the data active means inhibition above about 4.5%;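 further: 0% = vehicle wells with enzyme and 100% = reference inhibitor wells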
bovine MsrA act: bovine methionine sulfoxide reductase A activation. purified bovine MsrA, absorbance read-out. activation, % at 10.6 µM. 360,000 compounds, 0.3% hits. AID 602163; in the data active means activation above about 7.5%;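 further: 0% = vehicle and 100% = reference activator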
E coli Lon inh: inhibits E. coli Lon protease | P0A9M0 | purified E. coli Lon protease, fluorescence polarization | inhibition, % at 7.94 µM | 360,000 compounds, 0.42% hits | AID 602123; in the data active means inhibition above about 13%, passing the limit was not always enough;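 further: 0% = enzyme with probe and DMSO and 100% = no enzyme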
MT1-MMP act inh: inhibitors of human MT1-MMP activation. GFP/RFP ratio change, % at 20 µM. 360,000 compounds, 0.061% hits. HT1080 RFP-PRO-GFP cells, GFP/RFP ratio fluorescence, overnight; percent of plate control window, DMSO zero;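 active means GFP/RFP ratio change of at least 30% with cell ATP level not reduced by more than half and red fluorescence within 50% of control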; further: strong numbers were not always called active
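Material: RFP-PRO-GFP reporter HT1080 cells. Dosing: single-point 20 µM compound, 1% DMSO. Controls: DMSO and RFP-L50D-GFP cell wells. Timing: cells overnight before dosing, compound overnight, 37 °C, 5% CO2. Measure: GFP/RFP fluorescence ratio.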
Rin1 Abl inh: blocks binding of human Rin1 to Abl; TR-FRET Rin1/Abl binding, biochemical; 360,000 compounds, 0.4% hits; inhibition, % at 7.35 µM; in the data active means inhibition above about 5%, passing the limit was not always enough
CendR NRP1 mod: modulators of CendR peptide binding to human neuropilin-1; O14786; FAM-RPARPAR peptide binding to NRP-1, fluorescence polarization; inhibition, % at 25 µM; 360,000 compounds, 0.85% hits; AID 602438;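 active means inhibition or corrected inhibition above about 18%, plus a signal ratio from 0.5 to 1.5, limit read from the data, passing the limit was not always enough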; further: strong numbers were not always called active
Target sequence (O14786 whole entry, looked up): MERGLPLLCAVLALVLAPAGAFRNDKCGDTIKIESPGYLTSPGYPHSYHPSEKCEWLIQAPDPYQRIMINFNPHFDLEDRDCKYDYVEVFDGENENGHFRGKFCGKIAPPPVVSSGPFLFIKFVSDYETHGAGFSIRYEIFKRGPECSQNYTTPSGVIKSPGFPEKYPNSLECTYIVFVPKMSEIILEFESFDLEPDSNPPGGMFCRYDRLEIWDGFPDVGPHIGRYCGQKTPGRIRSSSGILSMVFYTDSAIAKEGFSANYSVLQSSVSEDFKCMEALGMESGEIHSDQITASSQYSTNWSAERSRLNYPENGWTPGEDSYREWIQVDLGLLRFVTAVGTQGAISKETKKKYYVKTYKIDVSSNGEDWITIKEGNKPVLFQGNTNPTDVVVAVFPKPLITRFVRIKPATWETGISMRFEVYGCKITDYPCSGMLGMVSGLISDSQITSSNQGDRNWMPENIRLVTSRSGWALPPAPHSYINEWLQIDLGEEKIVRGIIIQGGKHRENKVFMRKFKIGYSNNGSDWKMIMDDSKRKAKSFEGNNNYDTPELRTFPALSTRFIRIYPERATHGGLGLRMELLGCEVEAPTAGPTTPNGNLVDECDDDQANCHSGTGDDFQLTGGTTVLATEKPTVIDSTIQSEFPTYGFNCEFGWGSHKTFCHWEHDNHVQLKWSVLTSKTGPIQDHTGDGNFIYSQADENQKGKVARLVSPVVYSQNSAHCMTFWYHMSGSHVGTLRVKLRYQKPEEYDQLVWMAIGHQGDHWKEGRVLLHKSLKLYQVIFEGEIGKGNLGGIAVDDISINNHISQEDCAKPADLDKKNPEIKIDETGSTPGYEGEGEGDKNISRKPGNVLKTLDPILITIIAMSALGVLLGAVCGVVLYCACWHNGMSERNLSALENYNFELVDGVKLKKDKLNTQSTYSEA
SKN-1 inh: blocks SKN-1 activity in C. elegans | C. elegans VP596 Pgst-4::GFP/RFP ratio, acrylamide-induced, 24 h | inhibition, % at 21.8 µM | 360,000 compounds, 0.49% hits | AID 624304;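 active means interference check ratio from 0.5 to 1.5 plus GFP to RFP signal ratio inhibition reaching or exceeding a fixed threshold, cut at about 30% in these data, passing the limit was not always enough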; further: some compounds called inactive have numbers as strong as hits
* hit, by the source's call; i = inactive; . = no result given; + = active, no number; & = joins results of further samples.

Molecule	E coli Lon inh	Rin1 Abl inh	MT1-MMP act inh	SKN-1 inh	bovine MsrA act	FAS TE block	CendR NRP1 mod	Neddylation inh	MsrA inhibitor
N/C(Cc1ccc([N+](=O)[O-])cc1)=N\OC(=O)c1ccc(Br)o1	-2	0	7	8	-13	18	6	i	-1.5
CC(=O)c1[nH]c(C)c(C(C)=O)c1C	-9	1	-3	-27	-10	-3	-9	i	-1.0
COc1cc(NC(=O)CN2C(=O)C(c3ccccc3)=NC23CCCCCC3)cc(OC)c1	-1	3	0	4	-13	13	11	i	0.3
O=C(Nc1ccccc1O)N1c2ccccc2Sc2ccccc21	-2	0	2	4	-5	9	2	i	3.3
COCCNC(=S)NCCCNc1nc2cc3c(cc2cc1C#N)OCO3	15	2	-3	-2	-1	-7	2	.	2.0
COc1ccc(-c2nc(SCC(=O)NC3CCCC3)c(-c3ccc(OC)cc3)[nH]2)cc1	8	0	.	1	-10	5	-1	i	0.0
CCOC(=O)N1CCN(C(=O)COC(=O)c2cc(Cl)c(O)c(Cl)c2)CC1	-8	-6	1	-4	-2	-5	-4	i	-0.2
COc1ccc(CNC(=O)N2CCc3ccccc3C2)cc1Cl	1	-1	3	10	-1	18	4	i	0.1
CC(=O)Nc1c(C(=O)c2ccc(F)cc2)oc2ccccc12	4	-3	2	-31	-4	-1	2	i	3.2
CNC(=O)CCCCCNS(=O)(=O)c1ccc(C)cc1	-1	-1	0	14	-3	-8	7	i	0.5
O=C(CCCn1c(=S)[nH]c2cc3c(cc2c1=O)OCO3)NCc1ccco1	-6	-2	1	-8	-3	-1	-11	i	1.9
O=C(N/N=C\c1ccccc1OCc1ccccc1)c1ccco1	-9	-1	0	-2	-6	13	-6	i	3.0
CN1CCN(C(=O)c2cc3c(c(-c4cccc(C#CC(C)(C)O)c4)n2)[C@@H](CCO)N(S(=O)C(C)(C)C)C3)CC1 (some centres undefined)	4	4	1	18	-2	-11	6	i	0.1
COc1ccc(C)cc1Nc1cc(C)nc2ncnn12	-7	2	3	-10	-14	-7	-16	i	-0.3
COc1ccc(CC2(CO)CCN(Cc3cccn3-c3ccccn3)CC2)cc1	-5	1	-1	-10	0	-1	1	i	-1.4
COc1ccccc1N(CC(=O)NCc1ccccc1)S(=O)(=O)c1cccs1	-1	-1	0	-11	1	5	-10	i	0.9
O=C(OCCCCOC(=O)c1ccccc1)c1ccccc1	-7	2	-1	9	-4	40	-3	i	-1.1
C#CCOCCOCCOCCNc1nc(N2CCN(C(=O)C(Cc3cc4ccccc4[nH]3)n3cc(C(N)Cc4ccc(O)cc4)nn3)CC2)nc(N2CCN(C(=O)C(CCC(=O)O)n3cc(C(N)C(C)CC)nn3)CC2)n1 (centres undefined)	-4	0	1	1	-3	-16	8	i	-0.9
Cc1cccc(C(=O)NCC(c2ccc(F)cc2)N2CCOCC2)c1 (centres undefined)	0	-1	-2	-2	-5	-4	6	i	0.0
Cn1c(=O)c2c(ncn2CC(=O)OCCCC(=O)c2ccc(Br)cc2)n(C)c1=O	-7	3	3	6	-5	-3	11	i	0.2
COc1ccccc1-c1cc(C(F)(F)F)c(C#N)c(=O)[nH]1	2	2	-2	5	-2	-1	-4	.	1.8
COC(=O)c1sccc1N/N=C/c1cccc(Oc2ccccc2)c1	-8	0	-2	-3	-6	31	2	i	1.1
COc1ccccc1CN1CC(C(=O)N(C)Cc2ccc(C)o2)CCC1=O (centres undefined)	1	-1	0	8	2	-7	12	i	1.8
CC1(C)C(=O)Nc2ccccc2N1C(=O)COC(=O)COc1ccc(C#N)cc1	-10	1	4	2	-3	-3	20	i	1.2
Cc1ccc(C(=O)c2ccccc2C(=O)O)cc1C	-1	2	-3	-5	2	-4	1	i	-0.6
Cc1cc(=O)oc2c3c(cc(OCC(=O)N[C@H](C(=O)O)c4ccccc4)c12)OC(C)(C)CC3	6	0	0	20	-9	2	-16	.	4.5
CC(C)C(=O)NC(c1cccc([N+](=O)[O-])c1)c1c(O)ccc2ccccc12 (centres undefined)	-4	-1	-6	-1	-2	-5	10	i	1.3
CCc1ccc(C(=O)COC(=O)c2ccco2)cc1	-3	-3	-1	5	0	0	7	i	-1.1
O=C1NC(c2ccccc2OC(F)F)Oc2ccccc21 (centres undefined)	-1	1	2	-15	-2	-2	-25	i	-0.7
O=C(O)c1cc(-c2ccc3c(c2)OCO3)nc2ccc(Br)cc12	8	-17	0	5	-2	-2	10	i	2.7
COc1ccc(O)c(C(=O)c2cnn(C(=O)c3cccc(S(=O)(=O)N(C)C)c3)c2)c1	2	-1	-6	8	0	8	2	i	0.4
CCOc1ccc(C(=O)NNC(=O)CCNC(=O)c2ccc(Br)cc2)cc1OC	11	0	-2	7	0	-9	8	i	-0.7
C=CCN(C1CCCCC1)S(=O)(=O)c1ccc2c(c1)oc(=O)n2C	-8	0	3	2	-5	16	-11	i	0.2
O=C(NCCS(=O)(=O)N1CCN(c2ccccc2)CC1)c1ccccc1F	-5	1	2	7	-4	-5	2	i	0.4
FC(F)(F)c1ccc(-c2nnc(-c3cccnc3)o2)cc1	0	-2	2	3	-2	0	4	i	-1.3
COc1cc(CNc2ccc(N3CCCC3)cc2)ccc1OCc1ccccc1F	-2	-3	1	-8	-4	12	-6	i	.
Cc1cc(C)cc(N(CCC#N)C(=O)COC(=O)c2nc3nc(C)cc(C)n3n2)c1	-12	0	-7	-10	1	1	-7	i	-1.2
CC(Oc1ccccc1F)C(=O)NNC(=O)c1cccc(S(=O)(=O)N2CCN(C)CC2)c1 (centres undefined)	-12	1	0	-5	-3	-3	-5	i	-0.4
Cc1c(C(=O)N2CCN(c3ccccc3F)CC2)sc2ncn(CC(=O)N3CCOCC3)c(=O)c12	-10	-2	3	-6	-2	-4	7	i	0.1
COc1ccc(N(CC(=O)NC(C)c2ccccc2)S(=O)(=O)c2c(C)noc2C)cc1 (centres undefined)	1	-5	1	8	1	4	-8	i	0.1
COC(=O)c1ccc(C)c(NC(=O)CCCN2C(=O)NC(C)(C)C2=O)c1	-7	-1	2	-10	-3	-8	3	i	1.3
CCc1nc2ccc(C(=O)NCCCn3ccnc3)cn2c1N(C)Cc1cccs1	-3	-7	-2	4	-1	-5	4	i	-0.1
C[C@H]1CN([C@@H](C)CO)C(=O)c2cc(Br)cnc2O[C@H]1CN(C)C(=O)c1cnccn1	-9	3	-2	-1	-9	-11	-10	i	1.1
Cc1cccc(NC(=O)C2CCCN2C(=O)OCC(C)C)c1 (centres undefined)	-3	-1	-5	-1	1	-9	-8	i	-0.5
COc1ccc(C2/C=C\CN(C(=O)OCc3ccccc3)CC(=O)N2Cc2ccc(F)cc2)cc1 (centres undefined)	-9	0	2	16	0	15	12	i	-0.1
CC(=O)Nc1cccc(C(=O)/C=C/c2ccc(F)cc2)c1	4	-4	-3	-14	-17	-8	-10	i	1.3
OC(COCc1ccco1)CN1CCN(C(c2ccccc2)c2ccccc2)CC1 (centres undefined)	-7	-2	1	-14	-11	-1	8	i	1.4
Cc1ccc(Cn2ccc(NC(=O)c3noc4c3CCCC4)n2)cc1	1	-3	2	-3	-1	10	-15	i	-0.5
Cc1ccccc1CCN1CCCC(CN(C)C(=O)c2ccc3ncccc3c2)C1 (centres undefined)	4	2	-1	14	-1	-2	6	i	-0.6
COc1ccc(C2CCCN2C(=S)Nc2c(C)cccc2C)cc1OC (centres undefined)	-6	-1	4	4	-1	-3	8	i	0.1
C/C(=N\N1CCN(C2c3ccccc3-c3ccccc32)CC1)c1ccncc1	-5	-1	-12	-3	-7	19	7	i	-0.3
COc1ccc(C(=O)COC(=O)C(C(C)C)N2C(=O)C3C4C=CC(C4)C3C2=O)cc1 (centres undefined)	2	-4	0	16	-1	7	13	i	3.3
COc1ccc(C(=O)O/N=C(\N)c2ccccc2Cl)cc1OC	4	2	-5	4	-1	-7	13	i	1.0
O=C(Nc1nnc(SCc2ccc(F)cc2)s1)C1CC(=O)N(c2ccc3c(c2)OCCO3)C1 (centres undefined)	-8	-3	2	3	-3	17	0	i	-0.8
Cc1nnsc1C(=O)NNc1ccc(Cl)cc1	4	0	4	4	-2	-4	12	i	-0.8
COc1ccc(C(=O)Nc2scc(-c3ccc(Cl)cc3Cl)c2C(N)=O)cc1	6	-63	-11	16	0	22	-5	i	0.4

Sorted by molar mass (low to high): some entries from above.
Molecule	E coli Lon inh	Rin1 Abl inh	MT1-MMP act inh	SKN-1 inh	bovine MsrA act	FAS TE block	CendR NRP1 mod	Neddylation inh	MsrA inhibitor
COc1ccc(C(=O)O/N=C(\N)c2ccccc2Cl)cc1OC	4	2	-5	4	-1	-7	13	i	1.0
Cc1cc(C)cc(N(CCC#N)C(=O)COC(=O)c2nc3nc(C)cc(C)n3n2)c1	-12	0	-7	-10	1	1	-7	i	-1.2
COc1ccc(-c2nc(SCC(=O)NC3CCCC3)c(-c3ccc(OC)cc3)[nH]2)cc1	8	0	.	1	-10	5	-1	i	0.0

Further compounds:
Molecule	E coli Lon inh	Rin1 Abl inh	MT1-MMP act inh	SKN-1 inh	bovine MsrA act	FAS TE block	CendR NRP1 mod	Neddylation inh	MsrA inhibitor
c1ccc(NNC2=NCCCCC2)cc1	-4	1	-1	0	-1	-6	4	i	1.4
C=C(C)CNC(=S)NN=C1c2ccccc2-c2ccccc21	0	-2	0	9	-3	22	8	i	.
NC(=O)C(c1ccc(Cl)cc1)c1ccc(Sc2ccc(Cl)cc2)nn1 (centres undefined)	-12	1	0	-13	-2	11	3	i	-0.7
CC1CN(Cc2ccccc2Cl)CC(C)O1 (centres undefined)	-3	3	2	7	-3	-8	9	i	0.0
C/C(N)=C(/C#N)C(=O)CSc1nnc(COc2ccccc2Cl)o1	-7&-4	1&-1	0&4	9&10	-2&-3	4&-7	-18&6	i	-0.6&1.0
COc1cccc2cc(NC(=O)C3CCCCC3)c(=O)oc12	5	1	15	13	-4	2	-1	i	-0.1
Cc1cn([C@H]2C[C@H](O)[C@@H](/C=C/C(=O)NCCc3ccc4c(c3)OCO4)O2)c(=O)[nH]c1=O	-3	1	4	18	-1	-5	4	i	-1.5
Cc1cc(C)nc(NC2=NCC(=O)N2c2ccccc2Br)n1	-7	2	-2	7	1	-6	0	i	-0.4
COc1cc(N)c(Cl)cc1C(=O)OCC(=O)c1ccc2c(c1)NC(=O)CO2	-9	1	2	2	-3	5	4	i	0.8
CNc1oc(/C=C/c2cccc(OC)c2)nc1C#N	-4	-2	6	-6	-5	4	4	i	.
O=C(Nc1ccc(OC(F)(F)F)cc1)Nc1cccc([N+](=O)[O-])c1	-3	-1	-10	22	-3	73*	6	i	1.1
O=c1oc2ccccc2cc1-c1nnc(NCc2ccco2)s1	-5	1	-8	31	-7	-7	-21	+	3.0
Cn1c(NC(=O)c2ccc(Cl)cc2Cl)cc(=O)n(C)c1=O	-2	-3	1	4	-2	1	5	i	-0.1
CSc1nc2c(c(C(F)(F)F)n1)CC(C)CC2 (centres undefined)	-8	4	-1	8	2	1	-7	i	-1.0
CC(=O)c1ccc(NC(=O)C(C)Sc2nnc(-c3ccncc3)n2C2CC2)cc1 (centres undefined)	-4	-2	-1	8	-2	-2	15	i	0.2
COc1cccc(-c2cnc3c(NC=O)cc(-c4cc(OC)c(OC)c(OC)c4)cn23)c1	-11	-8	8	-4	-2	21	-18	i	-0.2
O=C(NC1=NCCS1)c1ccccc1F	0	-2	1	8	-8	-5	0	i	1.4
COCCNC(=O)C(c1ccc(C)cc1)N(C(=O)C(=O)NC1CCCC1)c1ccc2c(c1)OCCO2 (centres undefined)	12	1	0	0	-2	-6	-16	i	0.6
